# HDAC3 inh: inhibitors of human histone deacetylase 3; recombinant HDAC3, fluorogenic peptide/trypsin coupled, fluorescence; inhibition, % at 8.3 µM; actives 0.15% (n = 320,000); AID 2718; in the data active = inhibition above about 26%, passing the limit was not always enough; inconclusive = no clear call, values can overlap the other calls
# Target sequence (O15379 whole entry, looked up): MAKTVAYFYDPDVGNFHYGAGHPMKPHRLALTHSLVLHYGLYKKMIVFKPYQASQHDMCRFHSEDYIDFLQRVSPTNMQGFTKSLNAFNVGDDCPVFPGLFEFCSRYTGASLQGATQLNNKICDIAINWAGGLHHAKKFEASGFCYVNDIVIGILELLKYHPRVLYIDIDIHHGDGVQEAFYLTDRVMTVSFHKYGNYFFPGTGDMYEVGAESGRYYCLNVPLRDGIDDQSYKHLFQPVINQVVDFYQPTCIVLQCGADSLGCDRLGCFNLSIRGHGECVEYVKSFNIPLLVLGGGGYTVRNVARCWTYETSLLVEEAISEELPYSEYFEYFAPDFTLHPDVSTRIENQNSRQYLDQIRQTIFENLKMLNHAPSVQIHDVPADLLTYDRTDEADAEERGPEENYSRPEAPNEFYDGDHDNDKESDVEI
# HSP90 refold inh: HSP90 refolding inhibition in rabbit reticulocyte lysate | luciferase refolding luminescence, 3 h | inhibition, % at 5.6 µM | actives 0.91% (n = 290,000) | AID 1789;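 active = inhibition above the screen-wide mean plus 3 SD, computed separately per campaign, cut at about 16% in these data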;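 also: 0% = DMSO wells and 100% = 60 µM geldanamycin wells; inhibitors lower the luminescence because luciferase stays unfolded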
# HSF1 activator: increases HSF-1 driven luciferase reporter signal | NIH3T3-HGL HSF-1 luciferase reporter, MG132, 8 h; 100% = twice DMSO control signal | activation, % at 9 µM | actives 1.7% (n = 300,000);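 active = mean replicate activation of at least 50% with a set share of replicates each reaching 50%; inconclusive = only one of those two conditions met; inactive = mean below 50% and too few replicates reaching it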;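 also: 0% = median of the neutral control wells and 100% = twice that signal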
# KLF5 inhibitor: suppresses KLF5 promoter-driven expression | inhibition, % at 5 µM | DLD-1 KLF5 promoter-luciferase reporter, luminescence | actives 0.23% (n = 290,000);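 active = inhibition above a per-plate limit of that plate's mean compound inhibition plus 3 SD, cut at about 60% in these data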;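 also: 0% = DMSO wells and 100% = LY294002 at 200 µM; higher means less KLF5 promoter-driven luciferase light; inactives centre near -14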
# AI-2 QS modul: modulators of Vibrio harveyi AI-2 quorum sensing system | Vibrio harveyi JMH597 AI-2 luminescence/OD600 ratio, 9 h; hits give low values; strain lacks LuxN and CqsS sensors; 0 = neutral-control median | activity change, % at 7.5 µM | actives 0.4% (n = 300,000) | AID 2094; in the data active = activity change below about -75%, passing the limit was not always enough; inconclusive = no clear call, values can overlap the other calls;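 also: luminescence divided by OD600 gain over 9 h not by final OD600 alone; inactives centre near 13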
# aSyn 5UTR inh: MLPCN primary screen, SNCA 5' untranslated region; alpha-synuclein 5'UTR reporter, inhibitor activity; inhibition, % (tested at 7.5 µM); actives 0.82% (n = 300,000); AID 1813; in the data active = inhibition above about 60%; inconclusive = no clear call, values can overlap the other calls;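 also: H4 neuroglioblastoma cells stably carrying SNCA 5'UTR luciferase fusion; 0% = DMSO wells and 100% = positive control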
# IEC-6 cytotox: IEC-6 cytotoxicity, counter-screen for KLF5 inhibitors; actives 0.78% (n = 290,000); luminescence viability; AID 1825; inhibition, % at 5 µM; in the data active = inhibition above about 22%;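 also: 0% = plate median of test compound wells and 100% = cytotoxic reference compound wells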
# HIF activator: HIF pathway transcriptional activation. activation, % at 7.5 µM (by protocol). U2OS HRE-luciferase reporter, luminescence; normalized: DMSO 0%, desferrioxamine 100%. actives 0.32% (n = 300,000);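 active = mean activation of at least 10% of the iron chelator positive control signal, with at least half of replicates also reaching 10%; inconclusive = mean and replicate majority disagree about reaching 10%; inactive = mean and most replicates under 10%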
# Platelet DG rel: modulates dense granule release in human platelets | inhibition, %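 (compounds screened at 7.5 µM in platelet-rich plasma)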 | actives 0.22% (n = 300,000) | human platelet-rich plasma, SFLLRN dense granule ATP release, luminescence;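 active = mean replicate score, as percent of positive control, at or above 50; inconclusive = mean below 50 but at least one replicate at or above 50; inactive = mean and every replicate below 50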
# HSF1 inh: HSF1 inhibition; NIH3T3-HGL HSE-luciferase, MG132-induced, luminescence 8 h; hits give low values; activity change, negative = inhibition, % at 7.5 µM (by protocol); actives 0.77% (n = 300,000); AID 2098;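 active = more than half of replicate wells show activity change below -50%, luminescence cut by over half; inconclusive = some wells, but at most half, below -50%; inactive = no replicate well below -50%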;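 also: luciferase reports HSF-1 transcriptional activity via heat shock element; 0% = median of DMSO wells and -100% = zero luminescence signal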
# * hit, by the source's call; ? = inconclusive; nt = no result given.
# Second line of a record – HDAC3 inh	HSP90 refold inh	HSF1 activator	KLF5 inhibitor	AI-2 QS modul	aSyn 5UTR inh	IEC-6 cytotox	HIF activator	Platelet DG rel	HSF1 inh
COc1ccc(S(=O)(=O)Cc2ccc(C(=O)NC3CCC(C)CC3)o2)cc1 (stereo not drawn)
  2	-5	0	-4	nt	6	9	-0.2	11	-2
COCCCN1C(=O)N(c2ccc(F)cc2)C(=O)C1CC(=O)Nc1ccccc1 (stereo not drawn)
  -8	-3	6	-23	12	1	-1	-0.8	-9	-2
CC1(CCC(=O)N2CCCC(Nc3ccc(F)cc3)C2)CC1 (stereo not drawn)
  6	0	36	-29	21	2	-1	-0.4	-9	8
O=Cc1ccccc1OCc1nnsc1Cl
  2	1	25	-15	28	-14	-3	0.3	-3	-5
Cc1ccc(NC(=O)Cn2c(=O)c3cccn3c3ccccc32)c(C)c1
  -1	4	-2	-17	25	-6	0	0.7	1	-1
O=C(Nc1ccccc1)C1=C[C@H](c2ccc(Br)cc2)C[C@H](OCc2ccc(CO)cc2)O1
  8	15	0	1	12	-14	-2	0.4	1	12
Cc1ccc2sc(N(CCCN(C)C)C(=O)c3ccc(S(=O)(=O)N(C)Cc4ccccc4)cc3)nc2c1C
  13	nt	31	nt	-8	-73	nt	-56	-10	22
O=C(NCCN1CCOCC1)c1cc(-c2ccc(Cl)cc2Cl)on1
  6	-1	3	-73	13	-27	8	1.4	0	8
CCCC(C(=O)N(C)CC(=O)Nc1ccc(N2CCOCC2)cc1)c1ccccc1 (stereo not drawn)
  6	nt	9	nt	26	11	nt	0.2	-4	1
CCOC(=O)c1c(C)[nH]c(C)c1C(=O)COC(=O)CNC(=O)c1ccc(OCC)cc1
  3	0	-6	-32	0	-7	-2	-1.2	4	-4
COC(=O)C(Cc1ccc(O)cc1)NC(=O)C(C)Oc1ccccc1 (stereo not drawn)
  -1	4	-9	12	13	22	2	-0.4	-12	-6
CCC(=O)OCCNc1cc(Sc2nccn2C)c2nonc2c1[N+](=O)[O-]
  2	0	437*	-20	-17	16	-5	-6.6	4	400
O=C(O)CCc1ccc(-c2ccccc2)n1NC(=O)c1ccco1
  -2	-3	9	-30	15	-20	-13	-0.2	23	7
CC1CCN(C(=O)CSc2ccc(-c3ccc(F)cc3)nn2)CC1
  3	0	4	-19	16	26	2	-0.4	4	2
O=C(OCc1ccc(F)cc1)c1cc(S(=O)(=O)N2CCCCC2)ccc1N1CCOCC1
  -3	nt	26	nt	29	2	nt	0.0	3	14
CC(C)OCCCNC(=O)c1ccc2c(=O)n(Cc3ccc4c(c3)OCO4)c(=S)[nH]c2c1
  -3	-1	5	22	12	20	2	0.0	-10	-8
Cc1ccc(S(=O)(=O)Oc2ccc(/C=C(/NC(=O)c3ccccc3)C(=O)O)cc2)cc1
  3	-2	-14	-31	18	8	8	0.1	2	-10
Cc1ccccc1Nc1nc(N)nc(CSCc2c(C)noc2C)n1
  -1	1	14	-11	16	2	0	-0.7	1	3
CSc1nnc(-c2ccc(Br)s2)n1C
  -1	2	-22	-36	12	-16	2	0.5	-3	-2
C/C(=N\NC(=O)c1nnn(-c2nonc2N)c1CN(C)c1ccccc1)c1ccccn1
  6	3	1	62*	22	88*	38*	0.4	2	5
CC(C)Oc1ccc(S(=O)(=O)N2CCOCC2)cc1NC(=O)Cc1c(F)cccc1Cl
  6	nt	-17	nt	20	0	nt	-0.5	-2	-2
S=c1[nH]nc(COc2ccccc2)n1/N=C/c1cccnc1
  3	0	-3	-11	38	13	6	-0.1	-1	-5
CCC(CC)c1ncc[nH]1
  -1	0	5	-17	7	-19	5	0.3	-3	-3
CCc1cccc(Nc2cc(C)nc3ncnn23)c1
  -1	-3	15	11	23	-3	4	0.1	1	5
CC(CC(=O)N(CCC1=CCCCC1)c1c(N)n(Cc2ccccc2)c(=O)[nH]c1=O)c1ccccc1 (stereo not drawn)
  4	nt	5	nt	32	12	nt	-0.4	2	4
Cn1c2ccccc2c2cc(C(=O)N3CCN(CCO)CC3)sc21
  -2	-2	-8	13	29	-86	6	0.2	-6	4
COc1nc(C)nc(C)c1Oc1ccc(Cl)cc1Cl
  -2	6	-6	-22	16	-3	0	0.1	4	-3
CCOC(=O)c1ccc(N2C(=O)c3n[nH]c(C)c3C2c2cccnc2)cc1 (stereo not drawn)
  0	-1	-10	-12	10	3	2	-0.4	nt	8
Cc1ccc(C(=O)Nc2ccncc2)cc1[N+](=O)[O-]
  5	-1	6	-19	5	-2	2	-2.8	4	-4
O=C(Cc1ccccc1)NC(=S)Nc1ccc(OC(F)F)cc1
  3	7	24	-28	-17	-16	4	0.7	0	0
O=c1c2ccccc2nc(SCc2nc(-c3ccccc3)no2)n1-c1ccc(F)cc1
  5	-7	nt	-4	nt	nt	2	nt	nt	nt
CCC(=O)c1cc(F)c(N2CCN(C(=O)Cc3ccccc3)CC2)cc1C
  3	-3	11	-5	21	19	-1	1.0	-3	9
CCOC(=O)CSc1nc2c(sc(=S)n2-c2ccc(OCC)cc2)c(=O)[nH]1
  -1	0	-12	-47	17	7	1	-0.5	-1	-1
O=C(c1ccc(N2CCCCC2)c([N+](=O)[O-])c1)N(c1ccccn1)c1ccccn1
  1	1	-2	-15	7	0	3	-0.7	1	4
CCCOC(=O)Nc1cc(OC)ccc1[N+](=O)[O-]
  ?	2	6	-1	1	-59	4	1.3	-4	3
O=[N+]([O-])CC(c1ccccc1)P(=O)(c1ccccc1)c1ccccc1 (stereo not drawn)
  2	2	9	-15	10	0	3	1.7	-11	4
CC(C)C12CN3CC(C(C)C)(CN(C1)C3c1ccccc1O)C2=O (stereo not drawn)
  1	2	5	-11	23	7	-3	-0.4	5	0
CCOC(=O)c1c(C)[nH]c(C(=O)COC(=O)c2ccc(F)c(S(=O)(=O)N3CCOCC3)c2)c1C
  -9	0	1	-12	39	2	-1	0.0	-1	4
O=C(NCc1ccco1)c1ccc(S(=O)(=O)N2CCCc3ccccc32)cc1
  0	-4	42	-12	9	32	-6	0.3	9	16
Cc1ccccc1OCc1nnc(SCC(=O)Nc2ccc(N3CCOCC3)cc2)n1C
  3	-2	18	27	nt	16	2	-1.8	2	-7
O=C1CCCC(O)=C1N=Nc1c(Cl)cc(C(F)(F)F)cc1Cl
  -4	0	4	-44	9	17	-5	-0.2	-1	6
N#Cc1ccccc1/C=N/Nc1nc(-c2ccccc2)c2cc(Br)ccc2n1
  -11	1	22	-10	18	-3	3	1.1	2	0
COc1ccc(NC(=O)CNC(=O)C2CCCCC2)cc1
  -8	2	8	-34	-1	-15	6	-1.1	-3	-10
Cc1ccc(C)c(CSc2nnc(-c3cccs3)n2Cc2ccco2)c1
  1	-1	24	-15	15	11	-3	-0.8	-1	8
O=C(Nc1cccnc1Cl)c1cc2ccccc2o1
  -10	-1	40	-182	30	-166	-5	4.5	-1	29
N#Cc1cn(-c2cccc(C(F)(F)F)c2)c(=O)[nH]c1=O
  -3	7	5	-52	10	-3	3	1.1	-7	-2
COCCNC(=O)c1ccccc1NC(=O)c1ccccc1SC
  -1	-3	7	-12	19	-16	-3	-0.3	14	4
CCN1CCN(c2ncc(C(=O)Nc3cc(Cl)c(OC)cc3OC)c3ccccc23)CC1
  nt	-4	9	-8	6	-25	3	0.3	-18	9
COc1cc(C(=O)CCN2CCC(c3ccccc3)C2)cc(OC)c1OC (stereo not drawn)
  0	-3	9	-14	19	-39	-2	-0.2	-19	-1
Cc1ccc([N+](=O)[O-])cc1NC(=O)Nc1cccc(F)c1
  nt	2	11	-36	4	26	11	0.9	3	-12
O=C(/C=C/c1ccco1)NC(=S)Nc1ccccc1Br
  2	0	31	-29	-12	-9	-14	0.8	-8	18
CC(C)(C)S(=O)(=O)c1cnc(-c2ccccn2)nc1N
  2	2	1	-16	8	-1	-5	0.9	15	3
Cc1cccc(N(C(=O)Cn2nnc(-c3ccc(C)o3)n2)C(C(=O)NC2CCCC2)c2ccncc2)c1 (stereo not drawn)
  3	1	-3	-1	24	17	-4	1.0	-2	3
CCN(CC)Cc1c(O)ccc2cc(-c3nc4ccccc4n3C)c(=O)oc12
  -247	-2	68*	-39	13	-74	-2	-23	-4	25
CC(C)(C)Nc1nc2ccc([N+](=O)[O-])cc2o1
  5	0	18	-26	21	-22	4	1.1	4	4
Cn1cccc1CC(=O)N/N=C\c1c2ccccc2cc2ccccc12
  0	-1	nt	-23	20	7	-1	0.1	-4	nt
COc1ccccc1NC(=O)N(Cc1ccccc1)c1ccccn1
  -2	2	34	-18	-1	-6	1	0.3	1	7
CCOC(=O)c1nc(C)nc(Sc2n[nH]c(-c3cc(C(F)(F)F)cc(C(F)(F)F)c3)n2)c1C
  5	0	33	-21	1	-21	-3	-0.9	16	1
O=C(NCc1ccccc1)OCCN1CCN(Cc2ccccc2)CCC1=O
  -3	1	17	13	-8	6	0	0.6	1	2
C#CCOCCOCCOCCNc1nc(N2CCN(C(=O)[C@H](Cc3ccc(O)cc3)n3cc([C@@H](N)C(C)CC)nn3)CC2)nc(N2CCN(C(=O)[C@H](Cc3cc4ccccc4[nH]3)n3cc([C@@H](N)Cc4ccc(O)cc4)nn3)CC2)n1 (stereo partly drawn)
  9	nt	-7	nt	15	-6	nt	0.0	9	0

# Going on with the list:
# Second line of a record – HDAC3 inh	HSP90 refold inh	HSF1 activator	KLF5 inhibitor	AI-2 QS modul	aSyn 5UTR inh	IEC-6 cytotox	HIF activator	Platelet DG rel	HSF1 inh
COC(=O)c1cccc(N2C(=O)c3ccccc3S2(=O)=O)c1
  -2	-1	1	-19	9	7	5	-0.2	3	4
O=C(CNC(=O)c1ccc(Br)o1)Nc1ccccc1
  0	-1	9	-31	26	5	-2	-0.6	5	1
CNC(=O)CCCc1nc(-c2ccccc2Cl)no1
  -2	0	-7	-50	29	2	2	-0.3	0	5
CCCCN(C)CCn1c(=S)[nH]c2cc(OCC)c(OCC)cc2c1=O
  4	-2	11	-5	7	11	17	-0.6	8	-3
Cc1ccc(C)c(S(=O)(=O)N/N=C/c2ccc(F)cc2)c1
  0	-3	-2	-24	6	-35	-4	-0.3	-2	2
Cc1ccccc1NC(=S)c1nc2ccccc2[nH]1
  2	-2	67*	-29	32	-145	8	2.4	2	33
CCOC(=O)c1c(NC(=O)CCS(=O)(=O)c2ccccc2)sc2c1CCN(C)C2
  3	-1	-1	-7	1	-11	-5	0.0	-24	-3
N=c1c(S(=O)(=O)c2ccc(Cl)cc2)cc2c(=O)n3ccccc3nc2n1CCc1ccccc1
  -13	1	3	-32	-2	-54	-4	-0.3	-11	0
CCOC(=O)C(NC(C)=O)(Nc1ccc(S(=O)(=O)Nc2ccncn2)cc1)C(F)(F)F (stereo not drawn)
  3	-2	-4	-33	22	-2	-4	0.2	-6	2
O=C(C1CCCCC1)N1CCCC(c2nc3c(nnn3Cc3ccccc3)c(=O)[nH]2)C1 (stereo not drawn)
  3	1	6	13	10	-6	4	-0.2	-4	0
CC[C@@]1(c2ccccc2C)C(=O)N(C(=O)OC)N1C(=O)OC
  8	0	2	-13	20	-24	3	-0.3	23	-1
CC1CCCN(C(=O)C2CCN(CCCc3ccccc3)CC2)C1 (stereo not drawn)
  1	-2	-8	-20	5	5	-7	-0.1	1	-10
N#Cc1cn(N2CCCCC2)c(=O)[nH]c1=O
  1	4	-8	-19	3	-15	-1	-0.9	nt	2
NC(=O)c1ccsc1NC(=O)COC(=O)COc1ccccc1F
  4	-1	9	-2	16	3	-4	-0.3	-6	-4

# Screening data (PubChem)
